Source: PubChem BioAssay (several laboratories)
hgDAF-12 ag: H. glycines DAF-12 receptor agonists, primary screen, cell-based, luminescence, HEK293, GAL4 fusion, UAS-luciferase | AID 687014, 2013 | 370,000 compounds, 1.8% hits | HEK293 GAL4-hgDAF12 UAS-luciferase reporter, agonist luminescence; normalized to butyrate control | activation, % at 6.8 µM;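 active means activation above a cutoff set at the mean of all screened compounds plus 3 SD, cut at about 10% in these data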;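 further: 0% = DMSO wells and 100% = sodium butyrate wells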
SMARCA2 act: SMARCA2 (BRM) function activators, primary screen, cell-based, luminescence, high throughput. 370,000 compounds, 1% hits. activation, % at 9.1 µM. MG213 cells, MMTV-luciferase reporter, dexamethasone, overnight. AID 652017, 2013; in the data active means activation above about 7.8%;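 further: 0% = vehicle wells and 100% = reference activator wells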
PLCg1 inh: PLC-gamma1 enzyme inhibitors, primary screen, biochemical, fluorescence, purified enzyme | 1-phosphatidylinositol 4,5-bisphosphate phosphodiesterase gamma-1 (Homo sapiens), P19174 | fluorogenic substrate | inhibition, % at 12.2 µM | 370,000 compounds, 0.84% hits; in the data active means inhibition above about 9.5%
DAX1 inh-1: DAX1 (NR0B1) inhibitors on StAR promoter, primary screen, cell-based, luminescence, SF-1 (NR5A1), full-length DAX-1. HEK293T StAR-luciferase reporter, SF-1/DAX-1 repression relief. 370,000 compounds, 1.1% hits. inhibition, % at 6.8 µM. AID 652010, 2013;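 active means inhibition above the mean over all tested compounds plus 3 SD, cut at about 3.6% in these data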;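 further: 0% = DAX-1 cells with DMSO and 100% = cells lacking DAX-1 with DMSO; higher inhibition means more luminescence from relief of DAX-1 repression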
MBD2 inh: inhibitors of MBD2 binding to methylated DNA, primary screen, biochemical, TR-FRET, DNA-binding domain, human. Methyl-CpG-binding domain protein 2 (Homo sapiens), Q9UBB5. AID 686964, 2013. 370,000 compounds, 0.31% hits. inhibition, % at 4.4 µM. MBD2 binding to methylated oligonucleotide; in the data active means inhibition above about 13%
PLC-beta3 inh: human PLC-beta3 inhibitors, primary screen, biochemical, fluorescence. 370,000 compounds, 0.18% hits. inhibition, % at 12.2 µM. 1-phosphatidylinositol 4,5-bisphosphate phosphodiesterase beta-3 (Homo sapiens), Q01970. Purified PLC-beta3, fluorogenic substrate; in the data active means inhibition above about 11%;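 further: 0% = median of compound wells on plate and 100% = full blocker control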
Rev-erbA mod: modulators of Rev-erb alpha DNA binding, primary screen, biochemical, FITC-DNA, fluorescence polarization, uHTS. activity, % at 10 µM. 370,000 compounds, 0.79% hits. Rev-erbα–FITC-DNA binding, 90 min;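 active means activity above about 14%, limit read from the data; passing the limit was not always enough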;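 further: 0% = DMSO wells with 35 nM protein and 100% = DMSO wells with 750 nM protein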
ADAM17 inh: ADAM17 inhibitors, primary screen, biochemical, QFRET; Disintegrin and metalloproteinase domain-containing protein 17 (Homo sapiens), P78536; AID 720648, 2013; recombinant ADAM17, EDANS/DABCYL FRET peptide cleavage; inhibition, % at 6.95 µM; 370,000 compounds, 0.83% hits;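 active means inhibition above the mean of compounds lying between control limits plus 3 SD, set per campaign, cut at about 8.5% in these data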;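 further: 0% = DMSO-only wells as the low control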
Target sequence (P78536 215-824 limits assumed): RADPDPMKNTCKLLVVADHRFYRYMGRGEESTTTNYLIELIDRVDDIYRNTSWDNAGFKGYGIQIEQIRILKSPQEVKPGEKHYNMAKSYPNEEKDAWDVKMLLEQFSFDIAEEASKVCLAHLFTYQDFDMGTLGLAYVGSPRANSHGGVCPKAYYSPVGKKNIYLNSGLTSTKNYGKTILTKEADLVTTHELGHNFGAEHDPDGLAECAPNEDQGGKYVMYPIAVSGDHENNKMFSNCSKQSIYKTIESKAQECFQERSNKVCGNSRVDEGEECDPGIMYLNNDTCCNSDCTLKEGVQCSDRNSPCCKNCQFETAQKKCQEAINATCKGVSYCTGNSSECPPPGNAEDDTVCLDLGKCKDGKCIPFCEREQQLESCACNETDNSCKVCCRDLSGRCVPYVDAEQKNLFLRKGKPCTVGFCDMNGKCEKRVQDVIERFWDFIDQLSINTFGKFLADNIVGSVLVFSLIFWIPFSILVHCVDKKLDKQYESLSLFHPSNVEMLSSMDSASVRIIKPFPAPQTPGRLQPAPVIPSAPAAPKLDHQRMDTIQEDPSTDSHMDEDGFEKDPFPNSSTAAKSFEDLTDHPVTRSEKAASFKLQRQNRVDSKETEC
DAX1 inh-2: DAX1 (NR0B1) inhibitors, primary screen, cell-based, HEK293, Gal4-DAX1, luciferase luminescence. Nuclear receptor subfamily 0 group B member 1 (Homo sapiens), P51843. HEK293 Gal4-DAX1 luciferase reporter. inhibition, % at 6.75 µM. 340,000 compounds, 0.99% hits. AID 504766, 2011;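 active means inhibition above the mean over all tested compounds plus 3 SD, cut at about 4.2% in these data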;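 further: 0% = DAX1-transfected cells with DMSO and 100% = empty-vector control cells with DMSO; inhibition shows as a rise in luminescence from relieved DAX1 repression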
Target sequence (P51843 207-470 limits assumed): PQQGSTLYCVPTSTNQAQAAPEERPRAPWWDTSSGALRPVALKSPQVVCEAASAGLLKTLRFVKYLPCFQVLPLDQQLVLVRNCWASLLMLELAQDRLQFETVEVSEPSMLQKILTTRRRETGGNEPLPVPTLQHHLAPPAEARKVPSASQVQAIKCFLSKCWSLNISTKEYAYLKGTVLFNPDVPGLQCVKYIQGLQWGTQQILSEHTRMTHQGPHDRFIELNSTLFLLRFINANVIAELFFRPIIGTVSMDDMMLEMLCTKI
ssDAF12 agonist: S. stercoralis DAF-12 nuclear receptor activators, primary screen, cell-based, luminescence, HEK293, GRIP1 co-expression, lit1-tk-luc. Nuclear hormone receptor DAF-12 (Strongyloides stercoralis). HEK293 ssDAF-12/GRIP1 lit1-tk-luc reporter; % of 3 µM dafachronic acid response. activation, % at 6.8 µM. 370,000 compounds, 1% hits;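 active means activation above the mean over all tested compounds plus 3 SD, cut at about 0.9% in these data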;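 further: 0% = DMSO-only wells and 100% = 3 µM delta7-dafachronic acid wells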
hcDAF12 agonist: H. contortus DAF-12 nuclear receptor activators, primary screen, cell-based, luminescence, HEK293, lit1-tk-luc reporter; HEK293 hcDAF-12 lit1-tk-luc reporter; 0% DMSO, 100% Δ7-dafachronic acid; activation, % at 6.8 µM; 370,000 compounds, 1.4% hits; AID 652067, 2013;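 active means activation above the mean of all tested compounds plus 3 SD, cut at about 5.5% in these data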;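 further: 100% = response to 3 µM Δ7-dafachronic acid high control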
* hit, by the source's call; i = inactive; . = no result given.

SMILES	hgDAF-12 ag	SMARCA2 act	PLCg1 inh	DAX1 inh-1	MBD2 inh	PLC-beta3 inh	Rev-erbA mod	ADAM17 inh	DAX1 inh-2	ssDAF12 agonist	hcDAF12 agonist
CCCNS(=O)(=O)c1ccc2c(c1)n(C)c(=O)n2C	1.3	0	3	0.9	3	0	-1	-1	1.5	-1.3	-1.1
O=C1c2ccccc2S(=O)(=O)c2cc(N3CCOCC3)ccc21	7.5	5	-110	2.6	-12	-187	7	5	0.7	0.0	6.6*
COc1cc(NC(=O)CCc2ccccc2)c(C(=O)O)cc1OC	0.1	-3	1	0.8	2	-1	-3	-2	0.7	-1.1	-1.6
CCOc1cc(C2NC(=O)c3ccccc3O2)ccc1OC(C)C (stereo not drawn)	0.0	-3	-4	-0.5	-7	-11	1	-26	0.4	-0.8	0.5
CCN1CCN(CC(=O)Nc2cc(S(=O)(=O)N3CCCCC3)ccc2Cl)CC1	-0.7	-2	4	-0.8	5	0	-1	-5	0.1	-1.1	1.4
CCOc1cccc(CNCCO)c1OCc1ccc(Cl)cc1Cl	-2.7	0	6	-0.6	-3	4	2	4	1.1	-1.8	0.9
CCC(CC)CN1CCC(CN2C(=S)NC[C@@H]2CC(C)C)CC1	1.4	-2	0	3.7*	0	1	-5	-3	0.7	-1.4	0.1
CC(C)(C)c1ccc(/C=C2\Oc3c(ccc(O)c3CN3CCN(CCO)CC3)C2=O)cc1	-1.2	3	i	-0.2	-1	i	-2	-72	-0.8	-0.6	0.8
COc1cc(Cl)c(CN2CCCC(CO)(Cc3cccc(Cl)c3)C2)cc1OC (stereo not drawn)	-0.7	-1	3	0.2	-5	3	7	2	-1.4	-1.0	-1.5
CN(CC(=O)NC1CCCCC1)S(=O)(=O)c1cccc2nsnc12	-3.4	-1	7	-0.5	0	5	-3	2	0.9	-0.8	-1.5
CCOC(=O)c1cnc2c(ccc3ccccc32)c1NCCN(C)C	1.2	3	-5	0.5	8	-11	-5	-12	0.7	-0.8	1.7
COc1ccc(/C=N/NC(=O)CSc2ccccn2)cc1OC	1.7	7	2	0.1	6	1	2	-4	3.7	-1.5	-0.4
CN(C1CC(C)(C)N(O)C(C)(C)C1)S(=O)(=O)CC12CCC(CC1=O)C2(C)C (stereo not drawn)	-1.9	-4	1	0.3	0	2	-3	0	-1.0	-0.7	1.1
CCN(CC)S(=O)(=O)c1cccc(C(=O)N/N=C2\CC(=O)CC(C)(C)C2)c1	-2.0	-4	-73	0.4	-1	-89	2	-6	0.9	-1.2	-1.0
CC(C)(CN1CCN(Cc2ccccc2)CC1)NS(=O)(=O)c1ccccc1	-0.3	-2	5	-0.4	4	-6	-1	-2	-1.5	-1.7	-0.5
COc1ccccc1N1CCN(C(=O)c2oc3c(c2C)C(=O)CC(C)(C)C3)CC1	-3.8	-2	1	-4.3	1	-8	-2	-1	-2.8	-1.5	-1.5
Cc1ccc(-c2cc(C(=O)NCC3CCCO3)c3ccccc3n2)cc1C (stereo not drawn)	0.2	-2	-4	0.9	4	-10	1	-10	0.8	-1.2	0.0
O=C(NCC1COc2ccccc2O1)c1ccc(NC(=O)c2cccc(F)c2)cc1 (stereo not drawn)	-7.6	-2	2	-0.6	0	2	1	1	.	-1.7	-3.5
Nc1nonc1-n1nnc(C(=O)N/N=C/c2cccc(Cl)c2Cl)c1CN1CCCC1	3.2	-2	1	0.3	1	-10	-5	-3	-0.9	-1.6	-1.8
C=CCNS(=O)(=O)c1sccc1/C=N/O	-0.2	0	-2	0.1	-3	1	-1	-2	-0.4	-1.1	-1.4
CC(C(=O)Nc1ccc2c(c1)OCCO2)c1ccc([N+](=O)[O-])cc1 (stereo not drawn)	-1.2	2	1	-0.7	7	2	-3	-7	-0.1	-1.4	-0.1
c1ccc(N2[C@@H]3c4ccccc4C[C@H]2c2ccccc23)cc1	-1.0	-5	3	0.1	-3	-1	-9	1	.	-0.2	-0.1
O=C(CSc1ncn[nH]1)Nc1ccc(S(=O)(=O)N2CCCC2)cc1	-0.4	-1	0	-0.2	3	1	2	-1	0.2	-1.1	-1.5
COc1ccc(OCc2cc(C(=O)N(C)CC3CCCCO3)no2)c(Cl)c1 (stereo not drawn)	2.0	2	2	-0.2	0	-9	0	-2	1.3	-0.3	0.9
O=C(O/N=C\c1ccc(N2CCCCC2)c([N+](=O)[O-])c1)c1c(F)cccc1F	0.6	-4	2	-0.1	4	2	15	7	-1.2	-1.5	-1.6

Next section.
SMILES	hgDAF-12 ag	SMARCA2 act	PLCg1 inh	DAX1 inh-1	MBD2 inh	PLC-beta3 inh	Rev-erbA mod	ADAM17 inh	DAX1 inh-2	ssDAF12 agonist	hcDAF12 agonist
CN1C(=O)c2ccc(NC(=O)C3CCCCC3)cc2C1=O	1.3	0	-453	1.5	-3	-481	4	-85	1.6	-1.3	-2.4
CCOC(=O)c1c(NC(=O)CNCC(O)CO)sc(C)c1C (stereo not drawn)	-0.3	0	-1	-0.2	-3	-5	-2	-7	-0.2	-0.8	-0.6
COc1ccc(OC)c(NC(=O)CN(c2ccc(C)cc2)S(=O)(=O)c2c(C)noc2C)c1	-1.5	-2	-2	-0.8	0	-2	0	-3	-0.9	-0.7	-1.6
CCC1(CC)NC(=O)N(CC(=O)OCC(=O)Nc2ccc(C(F)(F)F)cc2)C1=O	2.2	-1	3	-0.3	-6	-2	-1	-4	1.3	-0.6	-0.2
Cc1cccc(C(=O)Nc2nnc(SCC(=O)NCc3ccco3)s2)c1	9.1	2	-5	5.6*	-5	-16	-3	0	0.8	0.4	0.1
C=C(C)CNC(=S)NNC(=O)CCn1c2cc(Cl)ccc2c2ccc(Cl)cc21	2.7	1	5	-0.7	5	5	-5	5	-1.5	-1.1	2.6
CC(=O)c1sc(NCc2ccc(C)cc2)nc1C	7.6	3	1	0.9	0	-7	-4	2	1.1	-0.3	4.2
Cc1cccc2sc(N(CCCN(C)C)C(=O)c3sc4ccccc4c3Cl)nc12	-0.5	3	-3	0.0	-2	-1	1	2	-0.5	-0.8	1.4
CCCS(=O)(=O)c1cnc(C2COc3ccccc3O2)nc1N (stereo not drawn)	-11	-6	0	-1.3	2	4	4	-2	-4.8	-2.5	-5.4
O=c1[nH]c2cc3c(cc2cc1CN(Cc1cccnc1)Cc1nnnn1Cc1ccco1)OCCO3	1.6	4	-192	0.3	11	-282	-2	-88	0.9	-0.8	-0.7
CSc1nc2c(c(=O)[nH]1)C(c1ccc(Br)cc1)CC(=O)N2 (stereo not drawn)	-4.0	-4	1	-0.1	-5	-2	0	-2	.	-0.9	-2.0
COc1ccc(CN2CCC(c3nc4ccc(Cl)cc4[nH]3)CC2)cc1	-0.6	-2	2	-0.3	1	-1	-2	-4	-1.0	-1.4	-0.9
COc1ccc(N2CCN(C(=O)Cn3nnc(-c4ccc(OC)c(OC)c4)n3)CC2)cc1	-3.0	-2	0	-1.1	3	1	-4	-5	0.1	-1.6	-1.4
Cc1[nH]c2ccccc2c1/C=N/NC(=O)CNC(=O)COc1ccccc1	-2.5	-6	2	-0.4	-3	-2	1	2	-0.4	-0.1	-0.4
CCN1CCN(C(=O)Nc2ccc(Cc3ccc(NC(=O)N4CCN(CC)CC4)cc3)cc2)CC1	2.4	-1	3	0.1	0	2	-3	-2	-0.1	-1.1	0.6
NC(=O)c1ccc(NC(=O)COC(=O)/C=C/c2cn(-c3ccccc3)nc2-c2cccnc2)cc1	-1.2	-2	-389	-0.1	-1	-489	3	-36	-1.5	-0.9	1.4
COC(=O)Cc1csc(Nc2ccccc2)n1	3.8	8.4*	2	0.1	2	1	0	3	0.4	-1.6	1.8
O=C(NCCc1ccccc1)OCc1cn(Cc2cccc(Cl)c2)nn1	2.4	0	-3	0.4	-1	0	6	0	.	-1.6	-0.9
C[C@H](CCCC/C=C/C(=O)O)O[C@@H]1O[C@@H](C)[C@H](O)C[C@H]1O	0.6	1	2	-0.2	-3	6	-4	5	1.0	-1.5	-1.0
Cc1ccc(CC(=O)N2CCN(c3ccc([N+](=O)[O-])cc3)CC2)cc1	-0.7	-1	-5	-0.8	1	-3	6	-2	-2.1	-1.4	-3.8
COc1ccccc1N1CCN(C2CCCN(C(=O)C3=NN(C)C(=O)CC3)C2)CC1 (stereo not drawn)	0.6	-4	1	-0.1	0	-5	-2	-4	0.0	-1.2	-1.4
CC(C)N(NC(=O)c1cccc2ccccc12)C(C)C	-3.2	1	0	2.1	-3	3	-3	-1	-0.1	-1.4	-0.5
CN(C)c1ccc(C=NCC2(O)CCOC(C)(C)C2)cc1 (stereo not drawn)	0.1	3	3	-0.5	-2	5	-4	0	0.2	-1.1	0.1
CCOc1ccc(-n2c(SC/C=C/c3ccccc3)nnc2-c2ccco2)cc1	3.9	-6	3	-1.1	2	-3	-1	7	.	-2.3	-1.6
NS(=O)(=O)c1ccc(CCNC(=O)c2ccccc2OCc2ccc(F)cc2)cc1	-2.4	-3	-1	0.3	5	-7	3	0	1.1	-1.1	-1.1
CCCCOC(=O)c1ccc(NC(=O)c2c(OC)cccc2OC)cc1	-2.1	0	2	0.3	-4	1	-2	1	-0.9	-1.7	-1.9
CC(=O)Nc1ccc(NC(=O)CSc2nnnn2-c2ccccc2F)cc1	3.7	4	6	0.2	2	-3	-9	2	0.5	-1.2	2.4
O=C(c1cnc(-c2ccccc2)s1)c1ccc(Cl)cc1Cl	4.0	3	9.7*	0.2	-2	2	2	2	1.6	-1.5	0.7
O=C(CCc1ccc(S(=O)(=O)NC2CCCCC2)cc1)Nc1ccccc1	-0.3	-1	1	-1.3	2	0	0	-4	0.5	-0.9	-1.0
CCN(CC)S(=O)(=O)c1cc(OC)c(Cl)cc1OC	0.1	-2	-1	0.2	3	1	5	-2	-0.6	-1.7	-0.9

3 of these compounds in another layout.
mol | hgDAF-12 ag | SMARCA2 act | PLCg1 inh | DAX1 inh-1 | MBD2 inh | PLC-beta3 inh | Rev-erbA mod | ADAM17 inh | DAX1 inh-2 | ssDAF12 agonist | hcDAF12 agonist
O=C(NCCc1ccccc1)OCc1cn(Cc2cccc(Cl)c2)nn1 | 2.4 | 0 | -3 | 0.4 | -1 | 0 | 6 | 0 | . | -1.6 | -0.9
C[C@H](CCCC/C=C/C(=O)O)O[C@@H]1O[C@@H](C)[C@H](O)C[C@H]1O | 0.6 | 1 | 2 | -0.2 | -3 | 6 | -4 | 5 | 1.0 | -1.5 | -1.0
Cc1ccc(CC(=O)N2CCN(c3ccc([N+](=O)[O-])cc3)CC2)cc1 | -0.7 | -1 | -5 | -0.8 | 1 | -3 | 6 | -2 | -2.1 | -1.4 | -3.8
